OXTR ag = activates the human oxytocin receptor | P30559 | CHO-OTR cells, Fluo-8 calcium fluorescence; normalized: DMSO 0%, oxytocin 100% | activation, % at 3 µM | 320,000 compounds, 0.32% hits | AID 2435;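 active means activation above the mean of all tested compounds plus 3 SD, cutoff set per screening run, cut at about 20% in these data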;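 further: peak over basal fluorescence ratio from a 100 s FLIPR kinetic read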
Target sequence (P30559 whole entry, looked up): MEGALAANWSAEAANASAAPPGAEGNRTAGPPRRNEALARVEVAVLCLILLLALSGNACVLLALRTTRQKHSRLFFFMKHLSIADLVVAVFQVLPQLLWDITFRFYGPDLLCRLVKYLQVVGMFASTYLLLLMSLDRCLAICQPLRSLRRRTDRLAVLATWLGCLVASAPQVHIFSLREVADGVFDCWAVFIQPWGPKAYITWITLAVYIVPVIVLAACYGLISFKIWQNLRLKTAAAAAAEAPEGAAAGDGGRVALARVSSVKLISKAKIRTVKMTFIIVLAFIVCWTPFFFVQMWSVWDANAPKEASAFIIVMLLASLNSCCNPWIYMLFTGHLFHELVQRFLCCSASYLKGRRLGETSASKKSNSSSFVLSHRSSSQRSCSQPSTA
V1R ag counter = counter-screen for oxytocin receptor agonists: human V1a receptor agonists; CHO-V1R cells, Fluo-8 calcium fluorescence, agonist mode; 0% DMSO, 100% 3 nM vasopressin; activation, % at 3 µM; 320,000 compounds, 0.25% hits;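 active means activation above the mean activation of all tested compounds plus 3 SD, per screening run, cut at about 20% in these data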;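 further: signal is peak over basal fluorescence ratio across a 100 second FLIPR read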
GPR7 antag = blocks human GPR7 receptor signaling; AID 1861; inhibition, % at 4.4 µM; P48145; 290,000 compounds, 1.1% hits; GPR7-expressing cells, fluorescence antagonist assay; in the data active means inhibition above about 16%, passing the limit was not always enough;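 further: cells stimulated with the agonist NPW; 0% = agonist with vehicle and 100% = vehicle without agonist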
Target sequence (P48145 whole entry, looked up): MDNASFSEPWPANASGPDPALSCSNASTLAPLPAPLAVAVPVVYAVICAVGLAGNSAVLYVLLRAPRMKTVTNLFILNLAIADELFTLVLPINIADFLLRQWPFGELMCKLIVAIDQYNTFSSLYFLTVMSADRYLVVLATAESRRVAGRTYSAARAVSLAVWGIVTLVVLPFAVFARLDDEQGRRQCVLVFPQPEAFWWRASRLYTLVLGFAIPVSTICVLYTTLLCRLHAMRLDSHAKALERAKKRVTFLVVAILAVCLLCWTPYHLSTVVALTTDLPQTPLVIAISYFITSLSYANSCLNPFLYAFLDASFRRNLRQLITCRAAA
PfM18AAP inh = PfM18AAP enzyme inhibition. recombinant PfM18AAP, H-Glu-NHMec fluorogenic cleavage. inhibition, % at 7.35 µM. 290,000 compounds, 1.2% hits;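 active means inhibition above the campaign mean inhibition over all tested compounds plus 3 SD, cut at about 28% in these data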;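 further: 0% = plate median of test compound wells and 100% = 2 mM ZnCl2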
MEKK2 WT-MEK5 = raises or lowers MEK5 binding to wildtype human MEKK2 PB1 domain; 290,000 compounds, 1.1% hits; binding response (% of control), % at 10 µM; bead flow cytometry, Alexa488-MEK5 binding to MEKK2 WT; actives lie on both sides; in the data active means binding response below about 67% or above about 130%
GalR3 antag = blocks the human galanin receptor 3; O60755; HEK293 GalR3-CNG cAMP membrane potential fluorescence; galR3 body fused to GalR1 C-terminus; inhibition, % at 3 µM; 360,000 compounds, 0.44% hits; AID 651719;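 active means inhibition above the screen-wide average plus 3 SD, cut at about 13% in these data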;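 further: forskolin and galanin both at EC90 stimulate the cells; cAMP rise reported by CNG channel membrane potential dye signal; 0% = forskolin plus galanin with DMSO and 100% = forskolin alone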
Target sequence (O60755 1-299 limits assumed): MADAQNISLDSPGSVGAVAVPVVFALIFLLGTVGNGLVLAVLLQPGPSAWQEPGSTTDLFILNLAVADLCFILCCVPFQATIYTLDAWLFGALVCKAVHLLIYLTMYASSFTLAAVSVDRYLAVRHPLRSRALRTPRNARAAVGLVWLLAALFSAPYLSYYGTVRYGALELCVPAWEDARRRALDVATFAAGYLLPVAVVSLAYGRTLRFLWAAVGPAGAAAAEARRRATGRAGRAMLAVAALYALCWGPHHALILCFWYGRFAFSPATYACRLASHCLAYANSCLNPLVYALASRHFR
NALP1 yeast inh = blocks the NALP1 inflammasome reconstituted in yeast; S. cerevisiae NALP1/ASC/caspase-1 growth, X-gal OD620, 72 h; inhibition, % at 10 µM; 280,000 compounds, 0.61% hits; AID 2071; in the data active means inhibition mostly above about 24%, no sharp cut-off; inactive means mostly below about 32%; further: some compounds called inactive have numbers as strong as hits
MEKK2 mut-MEK5 = signal of MEK5 binding to mutant human MEKK2 PB1 domain | percent response, % at 10 µM | 290,000 compounds, 0.35% hits | bead flow cytometry, Alexa488-MEK5 binding to MEKK2 mutant; in the data active means percent response above about 24%, passing the limit was not always enough; further: inactives centre near 1; some results filed as inactive read as strong as hits
OXTR potentiate = human OXTR potentiation | CHO-OTR cells, Fluo-8 calcium fluorescence, potentiator mode; 0% = oxytocin EC15, 100% = EC100 | activation, % at 3 µM | 320,000 compounds, 0.061% hits | AID 2445;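 active means activation above that plate's cutoff, the mean activation of tested compounds plus 3 SD, cut at about 6.6% in these data, passing the limit was not always enough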;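 further: 100% uses oxytocin at 75 nM as the full agonist control; some results filed as inactive read as strong as hits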
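Dosing: Single dose, 3.0 µM nominal final compound concentration | Material: Human OTR in CHO cells | Technique: Kinetic Fluo-8 calcium fluorescence | Benchmarks: EC15 oxytocin alone as 0%, 75 nM oxytocin as 100% | Probe or stimulus: Oxytocin at about EC15, sub-maximal agonist stimulus | Incubation: Compound 6 min at room temperature before oxytocin, 100 s read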
Numbers without * were called inactive; x = not tested or not shown; [ ] = another dose, or the depositor's remark. These rows are one share of the data; count on the stated rates, not on these rows.

mol,MEKK2 mut-MEK5,GalR3 antag,GPR7 antag,V1R ag counter,OXTR ag,OXTR potentiate,PfM18AAP inh,MEKK2 WT-MEK5,NALP1 yeast inh
O=C(c1ccccc1F)c1cn(CC(=O)N2CCCCC2)c2ccccc12,5,-4,1,-0.7,-1.2,-4,2,101,1
CCOC(=O)[C@@H]1[C@H]2COc3ccc(Br)cc3[C@@H]2N2C(=O)N(c3cccc(C)c3)C(=O)[C@]12C,-2,-2,-5,-0.1,-1.4,-8,0,102,4
OCCOc1ccccc1,x,0,x,1.1,0.1,-3,x,x,x
COc1cc(/C=C/[N+](=O)[O-])ccc1OC(=O)c1cccnc1,4,-10,-4,x,x,x,21,100,17
CCC(=NCc1cc(OC)cc(OC)c1)c1c(O)n(C)c(=O)n(C)c1=O,-1,-7,-6,8.0,12,-12,-2,96,22
CCOP(=O)(C#CC(C)(C)C)C(O)(c1ccccc1)C(F)(F)F (stereo not given),10,-1,0,-1.7,-1.9,-12,-13,106,8
CNc1ccc2nc3ccccc3[n+](C)c2c1,-5,-9,-8,3.4,3.5,-8,-9,2.0*[inhibitor],-11
O=C1Nc2ccc(Br)cc2C(c2ccccc2Cl)=NC1O (stereo not given),2,-7,-11,1.3,0.4,-3,-1,102,-2
CC1(C)C2([N+](=O)[O-])CN3CC1([N+](=O)[O-])CN(C2)C3c1ccccn1 (stereo not given),0,5,-12,-0.1,-0.3,-3,2,96,-3
CC1CCC(C)(NS(=O)(=O)OCC(Cl)(Cl)Cl)CC1 (stereo not given),-3,-6,-8,-2.0,-2.6,-12,3,100,18
Cc1cc(=O)[nH]c(SCc2nc3ccccc3c(=O)n2-c2ccccc2C)n1,-2,-2,10,-1.0,-0.7,-5,6,101,10
CN1CCN(c2nc3ccccn3c(=O)c2C=C2C(=O)N(C)C(=O)N(C)C2=O)CC1,1,x,-1,-0.5,-1.2,-7,6,111,19
CN(C(=O)Oc1cccc2cccnc12)c1ccccc1,6,-4,-3,7.3,-0.3,-3,3,105,16
O=C(O)CCn1cc(C=C2C(=O)NC(=S)NC2=O)c(-c2cccc(Cl)c2)n1,1,-6,0,0.7,0.8,-9,-2,81,14
CNC(=O)Oc1ccc2c(c1)C(=O)c1ccccc1CO2,7,-2,-4,0.4,0.1,-2,10,107,9
COC(=O)C1=C(c2ccc(F)cc2OCc2ccccc2)C[C@@H]2CC[C@H]1N2C,x,-11,x,3.0,8.9,-6,x,x,x
COC(=O)C1=C(c2cc3ccccc3o2)C[C@@H]2CC[C@H]1N2C(=O)N1CCCC1,-8,-4,x,-1.4,-1.7,-3,x,84,x
Cn1c(=O)c2c(nc(N/N=C/c3c(O)n(-c4ccccc4)c(=S)[nH]c3=O)n2C)n(C)c1=O,3,-2,2,-0.1,-0.2,-9,11,107,10
CN1C(=O)C(=Cc2ccc(SC3CCCCC3)o2)C(=O)N(C)C1=O,-11,-4,-3,0.6,0.4,1,14,83,-5
Cc1cccc(N2C(=O)NC(=O)/C(=C\c3ccc4c(c3)CCCN4Cc3ccccc3)C2=O)c1,159*,-3,2,-1.3,-2.3,-1,3,146*,23
CC(C)C[C@H](NC(=O)[C@@H]1CCCN1C(=O)[C@@H](N)Cc1ccc(O)cc1)C(=O)NCC(N)=O,6,-4,-8,1.0,-0.1,-12,2,100,17
CCCNC(=O)N1[C@H]2CC[C@@H]1C(C(=O)OC)=C(c1ccc(Cl)c(C(F)(F)F)c1)C2,x,-4,x,-1.4,-2.2,-5,x,x,x
CN1C(=O)N(C)C(=O)C2(Cc3cc([N+](=O)[O-])ccc3N3CCN(C(=O)c4ccccc4)CC32)C1=O (stereo not given),-1,-7,-10,-0.7,-0.4,8,2,98,4
CN1CCN(C(=O)Cc2ccccc2)CC1,4,-3,-11,0.8,1.4,-4,-3,105,x

Some of these compounds in order of molecular weight, low to high.
mol,MEKK2 mut-MEK5,GalR3 antag,GPR7 antag,V1R ag counter,OXTR ag,OXTR potentiate,PfM18AAP inh,MEKK2 WT-MEK5,NALP1 yeast inh
CN1CCN(C(=O)Cc2ccccc2)CC1,4,-3,-11,0.8,1.4,-4,-3,105,x
CN(C(=O)Oc1cccc2cccnc12)c1ccccc1,6,-4,-3,7.3,-0.3,-3,3,105,16
CC1(C)C2([N+](=O)[O-])CN3CC1([N+](=O)[O-])CN(C2)C3c1ccccn1 (stereo not given),0,5,-12,-0.1,-0.3,-3,2,96,-3
CN1C(=O)C(=Cc2ccc(SC3CCCCC3)o2)C(=O)N(C)C1=O,-11,-4,-3,0.6,0.4,1,14,83,-5
COC(=O)C1=C(c2ccc(F)cc2OCc2ccccc2)C[C@@H]2CC[C@H]1N2C,x,-11,x,3.0,8.9,-6,x,x,x
Cc1cc(=O)[nH]c(SCc2nc3ccccc3c(=O)n2-c2ccccc2C)n1,-2,-2,10,-1.0,-0.7,-5,6,101,10
O=C(O)CCn1cc(C=C2C(=O)NC(=S)NC2=O)c(-c2cccc(Cl)c2)n1,1,-6,0,0.7,0.8,-9,-2,81,14
CN1CCN(c2nc3ccccn3c(=O)c2C=C2C(=O)N(C)C(=O)N(C)C2=O)CC1,1,x,-1,-0.5,-1.2,-7,6,111,19
CCCNC(=O)N1[C@H]2CC[C@@H]1C(C(=O)OC)=C(c1ccc(Cl)c(C(F)(F)F)c1)C2,x,-4,x,-1.4,-2.2,-5,x,x,x
CC(C)C[C@H](NC(=O)[C@@H]1CCCN1C(=O)[C@@H](N)Cc1ccc(O)cc1)C(=O)NCC(N)=O,6,-4,-8,1.0,-0.1,-12,2,100,17
Cc1cccc(N2C(=O)NC(=O)/C(=C\c3ccc4c(c3)CCCN4Cc3ccccc3)C2=O)c1,159*,-3,2,-1.3,-2.3,-1,3,146*,23
Cn1c(=O)c2c(nc(N/N=C/c3c(O)n(-c4ccccc4)c(=S)[nH]c3=O)n2C)n(C)c1=O,3,-2,2,-0.1,-0.2,-9,11,107,10
CN1C(=O)N(C)C(=O)C2(Cc3cc([N+](=O)[O-])ccc3N3CCN(C(=O)c4ccccc4)CC32)C1=O (stereo not given),-1,-7,-10,-0.7,-0.4,8,2,98,4

(further entries)
mol,MEKK2 mut-MEK5,GalR3 antag,GPR7 antag,V1R ag counter,OXTR ag,OXTR potentiate,PfM18AAP inh,MEKK2 WT-MEK5,NALP1 yeast inh
Cc1cccnc1-n1c(CN2C(=O)c3ccccc3C2=O)nc2ccccc2c1=O,0,-1,1,-0.4,-1.1,-8,-2,105,16
CC(=O)C1(c2ccccc2)CCNCC1,4,-4,14*,1.0,-0.1,-2,2,102,19
O=c1[nH]c(=S)n(-c2ccccc2F)c(O)c1C=NCc1ccco1,-2,-12,-5,0.0,1.8,-5,12,97,22
O=C(COc1ccc(Cl)cc1Cl)N1CCN(C/C=C/c2ccccc2)CC1,5,-3,-8,0.7,2.4,-2,-3,110,5
Fc1ccc(C[n+]2c(-c3ccccc3)cc(-c3ccccc3)cc2-c2ccccc2)cc1,x,-5,x,-0.2,0.1,2,x,x,x
CCCCn1c(O)c(C(C)=NCCN2CCCCC2)c(=O)[nH]c1=O,-2,-3,-6,0.5,-0.4,-2,-10,101,10
Cc1ccc(C2=NCC(=O)Nc3ccc(Br)cc32)cc1,6,-2,-20,0.6,-1.8,-2,2,108,10
C[C@]12CCC(=O)C[C@@H]1CC[C@@H]1[C@@H]2CC[C@@]2(C)[C@H]1CC[C@]2(C)O,0,x,-9,x,x,x,1,101,12
COc1ccc(CC(C)NC2CCCCCC2)cc1 (stereo not given),0,-7,-8,2.2,1.1,-6,-7,101,x
CC(Cc1ccccc1)NC(=O)C(c1ccc(N)cc1)c1ccc(N)cc1 (stereo not given),2,-3,-11,0.1,-1.0,-10,-2,102,14
ClCCNc1nc2ccc(Cl)cc2[nH]1,-1,2,-16,-0.1,-0.4,-2,2,97,-9
CCOc1ccccc1N1C(=O)NC(=O)/C(=C/c2ccc3c4c(cccc24)CC3)C1=O,-1,-2,4,-0.4,-3.0,-5,2,87,10
CC(=O)c1c(O)n(-c2cccc(Cl)c2)c(=O)[nH]c1=O (tested in a mixture with another compound),27,-2,-16,-0.7,-0.6,-6,4,108,9
Cc1cnc[nH]1,x,0,x,0.4,0.9,-3,x,x,x
CN1C(=O)NC(=O)C2(Cc3ccccc3N3CCOCC32)C1=O (stereo not given),-1,-2,9,0.8,-0.2,2,0,97,-17
COc1cccc(N2C(=O)NC(=O)/C(=C/c3ccc4c(c3)Cc3ccccc3-4)C2=O)c1,-5,-3,-14,-0.8,-2.0,-2,2,90,-10
CC1(C)CN=C(NCc2ccccc2Cl)S1,-3,-2,-9,1.5,0.6,-8,-6,102,-4
CC(C)(C)C(=O)Cn1c(NCCCl)nc2ccccc21,-7,-5,2,0.6,-1.1,-5,-5,80,-3
CCCCP(=O)(O)c1ccccc1,-5,-3,-6,0.3,0.8,0,-18,93,15
CC(=O)c1cn(Cc2ccc(C#N)cc2)c2ccccc12,-5,3,-6,2.4,1.3,-6,-5,105,-36
O=C(CN1CCOCC1)c1cccc2ccccc12,-3,-7,-4,-0.1,1.1,-12,3,91,11
C/C=C1/C[C@@H](C)[C@](O)(CO)C(=O)OCC2=CCN3CC[C@@H](OC1=O)[C@@H]23,x,0,x,0.1,-0.1,3,x,x,x
CN1C[C@H](CO)C=C2c3cccc4[nH]cc(c34)C[C@H]21,0,-7,-5,2.3,0.8,-5,18,101,-1
Cc1ccc(S(=O)(=O)CC(=O)c2cc(C)c(OC(=O)N(C)C)c(C)c2)cc1,1,-11,-18,0.8,-1.1,-6,4,99,20
CC12CN3CC(C)(CN(C1)C31CCSCC1)C2=O,17,-2,9,-0.6,0.2,-15,0,109,15
Cc1cc(N(CCCl)CCCl)ccc1/C=N/N=C(\N)c1cnccn1,x,-4,x,0.1,-1.3,-3,x,x,x
Oc1c(Br)cc(Br)cc1Br,x,0,x,0.6,1.6,-8,x,x,x
CC12CN3CC(c4ccccc4)(CN(C1)C31CCCCC1)C2=O,-2,5,-4,0.9,0.2,-8,-1,101,13
C[N+](C)(C)CCc1ccc(O)cc1,0,-2,1,1.1,0.8,0,4,105,-14
O=C1CN=C(c2ccccc2)c2c(sc3c2CCCC3)N1,3,0,13,-0.4,-1.8,4,2,105,17
CN(c1ccccc1)c1ccc([N+](=O)[O-])c2nonc12,2,-10,6,4.6,3.5,-9,8,101,-7
Cc1cc(/C=C2\C(=O)NC(=O)N(Cc3ccco3)C2=O)c(C)n1-c1ccc(O)cc1,-2,-6,-12,3.0,3.0,-21,22,95,-4
Cc1cccc(NC(=O)C(C)N2CC=C(c3ccccc3)CC2)c1 (stereo not given),x,-5,4,-1.5,-2.8,-9,2,x,4
COC(=O)C1=C(c2cccc(OCc3ccccc3)c2)C[C@@H]2CC[C@H]1N2C(=O)NCCOc1ccc(OC)cc1,x,-7,x,1.4,0.2,-6,x,x,x
